Menin MLL FP TR = inhibitors of human menin-MLL interaction, mutant MLL peptide | O00255 | Menin + Texas Red MLL mutant peptide, fluorescence polarization | Potency, µM (titrated, usually from 61.6 µM), without a hit: top-dose FP activity change, negative = inhibition, hits mostly inhibitors | 270,000 compounds, 0.23% hits; active = well fitted inhibition curve with a large enough effect in the polarisation, with a control signal flat, not every such curve was filed as active; inconclusive = small, poorly fitted or top-dose-only effect, or effect the other way, or a change in a side signal; inactive = no such curve, though single readings can be large or run the other way; the % refers to the polarisation; also: potency is read from the fitted curve at half-maximal effect; % of control where 0% means no effect; many of its hits are not listed in these tables
a7 integrin act = activates integrin-mediated alleviation for muscular dystrophy. alpha7betagal myoblasts, beta-gal FDG fluorescence, 48 h. Potency, µM (top dose mostly 38.3 µM), inactives show at the highest dose activation, usual class: activators. 350,000 compounds, 0.064% hits. AID 624291;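 also: potency is read from the fitted curve at half-maximal effect; 100% = response of the positive control SU9516; nearly all actives have a fitted effect of over 60% in size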
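Alpha7betagal+/- myoblasts (passage 13) were plated 16-24 hr, then exposed to compounds (1:260 dilution of DMSO stock) for 48 hours at 37C. After MPER lysis, β-galactosidase reporter activity was read as FDG fluorescence (ex 480/em 540) after 30 minutes.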
TCR activator = T cell receptor activation | primary human leukocytes, anti-CD3, IL-2 HTRF, 48 h | AID 504894 | Potency, µM (titrated, usually from 9.22 µM), for the others: at the highest dose activation of IL-2 secretion, actives largely listed as activators | 330,000 tested, under 10 active; also: % of control where 0% means no effect
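TCR engagement came from a-CD3 beads alone, with compounds added to primary human leukocytes for 48 hr. Secreted IL-2 bridged europium cryptate- and d2-labelled anti-IL-2 antibodies, giving FRET emission at 665nm after 320nm excitation.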
S-ASM inh = inhibitors of human secretory acid sphingomyelinase; P17405; placental ASM, HMU-PC fluorogenic substrate, 60 min; Potency, µM (series often up to 57.5 µM), for the others: top-dose activity change, negative = inhibition, actives largely listed as inhibitors; 340,000 compounds, 0.006% hits; also: potency is read from the fitted curve at half-maximal effect
Target sequence (P17405 47-631 limits assumed): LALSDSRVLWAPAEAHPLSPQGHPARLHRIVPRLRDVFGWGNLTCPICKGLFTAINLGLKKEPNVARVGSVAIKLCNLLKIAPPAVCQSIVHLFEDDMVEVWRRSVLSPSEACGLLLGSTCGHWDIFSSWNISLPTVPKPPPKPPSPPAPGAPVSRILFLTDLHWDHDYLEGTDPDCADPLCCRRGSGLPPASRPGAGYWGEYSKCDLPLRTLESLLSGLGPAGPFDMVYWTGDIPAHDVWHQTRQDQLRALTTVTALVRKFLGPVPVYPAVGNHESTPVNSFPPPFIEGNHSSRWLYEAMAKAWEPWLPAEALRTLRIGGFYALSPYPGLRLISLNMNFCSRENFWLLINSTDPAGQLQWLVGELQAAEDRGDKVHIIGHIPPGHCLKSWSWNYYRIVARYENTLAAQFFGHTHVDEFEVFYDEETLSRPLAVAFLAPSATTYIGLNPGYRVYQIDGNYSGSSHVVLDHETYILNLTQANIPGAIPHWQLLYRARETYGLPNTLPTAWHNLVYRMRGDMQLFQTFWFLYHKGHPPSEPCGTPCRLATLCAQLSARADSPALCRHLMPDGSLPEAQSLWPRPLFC
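Steps: dispense placental human ASM, pin compound, wait 10 min at room temperature, add HMU-PC0 substrate at 9 uM final, incubate 60 min at 37 °C, add stop solution raising pH to 10, read fluorescence.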
AT treatment = candidate therapy for ataxia-telangiectasia; Potency, µM (doses to about 57.5 µM), for the others: at the highest dose activation, most hits filed as activators; 320,000 compounds, 0.19% hits; […] A-T fibroblasts, KAP-1 phosphorylation AlphaLISA; neocarzinostatin DNA damage 30 min before lysis; AID 485349; also: potency is read from the fitted curve at half-maximal effect; % of control where 0% means no effect; nearly all actives have a fitted effect of over 45% in size
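hTERT-immortalized A-T patient fibroblasts ([…]), 500 cells/well in OPTI-MEM, 1% FBS, got compounds for 60 min, then NCS for 30 min at 37C. Lysates were then assayed for phospho-KAP-1 by AlphaLISA (anti-pKAP1 donor, anti-KAP1 acceptor beads), 6 hr at 25C.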
TSHR antag = antagonists of human thyroid stimulating hormone receptor | TSHR-expressing cells, TSH-stimulated cAMP HTRF, 2 h; hits give low values | activity change, negative = inhibition, % at 11.5 µM | 330,000 compounds, 0.2% hits | P16473 | AID 504810;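 active = activity change below a set negative limit, meaning inhibition stronger than a set level, cut at about -70% in these data; inconclusive = activity change between two set negative limits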; also: % is scaled to controls: 0 for no effect and ±100 for the full control effect
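TSHR-expressing cells, 200/well, pre-treated with compound, then stimulated with EC80 TSH (4nM final) for 2 hours at 37 deg C. cAMP measured by competitive HTRF: anti-cAMP cryptate antibody in lysis buffer plus cAMP-d2, read after 30 minutes at room temperature.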
MBNL1-CUG inh = MBNL1-poly(CUG) RNA binding inhibition; AID 2675; 280,000 compounds, 0.036% hits; Q9NR56; TR-FRET MBNL1-His/biotin-(CUG)12 binding, 665/545 ratio; Potency, µM (series often up to 57.5 µM), without a hit: at the top dose activity change, negative = inhibition, most hits filed as inhibitors; active = well fitted inhibition curve with a large enough effect in the signal ratio, with a control signal flat, not every such curve was filed as active; inconclusive = small, poorly fitted or top-dose-only effect, or effect the other way, or a change in a side signal; inactive = no such curve, though single readings can be large or run the other way; the % refers to the signal ratio; also: potency is read from the fitted curve at half-maximal effect; % is scaled to controls: 0 for no effect and ±100 for the full control effect
Target sequence (Q9NR56 whole entry, looked up): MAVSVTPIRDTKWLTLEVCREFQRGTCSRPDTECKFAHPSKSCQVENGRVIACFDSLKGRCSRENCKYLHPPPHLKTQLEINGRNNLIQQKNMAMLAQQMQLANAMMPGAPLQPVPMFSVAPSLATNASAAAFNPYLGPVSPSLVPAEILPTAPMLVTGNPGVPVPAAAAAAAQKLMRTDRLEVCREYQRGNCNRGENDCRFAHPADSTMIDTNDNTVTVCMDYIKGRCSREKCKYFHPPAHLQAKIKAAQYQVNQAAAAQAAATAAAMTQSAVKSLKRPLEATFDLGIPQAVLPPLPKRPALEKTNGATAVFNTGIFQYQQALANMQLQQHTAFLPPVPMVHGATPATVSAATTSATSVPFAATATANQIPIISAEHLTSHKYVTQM
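TR-FRET between His-tagged MBNL1 and biotin-(CUG)12 RNA, detected with Tb anti-His antibody (0.055 ng/ul) and streptavidin-XL665 (5 nM), 60 min at room temperature. Compounds titrated 92 nM to 58 uM; 665/545 nm ratio normalized to buffer and complex controls.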
Mito fusion act = inhibitors of mitochondrial division or activators of mitochondrial fusion; S. cerevisiae fusion-defective mutant growth rescue, CellTiterGlo 48 h; Potency, µM (series often up to 46.1 µM), for inactives: at the highest dose growth rescue (activation), usual class: activators; 320,000 compounds, 0.23% hits; AID 485298;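 also: potency is read from the fitted curve at half-maximal effect; % of control where 0% means no effect; nearly all actives have a fitted effect of over 45% in size; temperature-sensitive fusion mutants such as fzo1-1 at 37 °C on non-fermentable ethanol glycerol medium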
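S. cerevisiae fusion-defective temperature-sensitive mutants (e.g. fzo1-1, mgm1-5) grown 48 h at 37C in YPEG (ethanol/glycerol non-fermentable) medium with 23 nl compound per well; growth rescue read as CellTiterGlo luminescence.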
PTAP TSG101 blk = blocks PTAP/TSG101 interaction to inhibit HIV-1 budding | Q99816 | Fluorescence polarization, FITC-PTAP peptide / Tsg101 binding | Potency, µM (highest dose often 115 µM), for the others: at the top dose activity change, negative = inhibition, hits mostly inhibitors | 340,000 tested, under 10 active; active = well fitted inhibition curve with a large enough effect in the main read-out, with a control signal flat, not every such curve was filed as active; inconclusive = small, poorly fitted or top-dose-only effect, or effect the other way, or a change in a side signal; inactive = no such curve, though single readings can be large or run the other way; also: potency is read from the fitted curve at half-maximal effect; % of control where 0% means no effect
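Fluorescence anisotropy tracks displacement of a FITC-tagged PTAP peptide (50 nM) from the Tsg101 binding domain (10 uM), following a 20 min room-temperature incubation at pH 7.5.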
MLL CXXC-DNA inh = inhibitors of human MLL CXXC domain-DNA interaction. AID 2662. Potency, µM (top dose mostly 115 µM), inactives show at the highest dose activity change, negative = inhibition, usual class: inhibitors. MLL-CXXC / FITC-HOXA9 DNA fluorescence polarization. 290,000 compounds, 0.037% hits. Q03164; active = well fitted inhibition curve with a large enough effect in the polarisation, with a control signal flat, not every such curve was filed as active; inconclusive = small, poorly fitted or top-dose-only effect, or effect the other way, or a change in a side signal; inactive = no such curve, though single readings can be large or run the other way; the % refers to the polarisation; also: potency is read from the fitted curve at half-maximal effect
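Steps: dispense CXXC domain solution (7 uM) → pin compounds or unlabeled HOX-A9 DNA control → 5 min ambient → add FLSN-HOX-A9 solution (50 nM) → spin → 30 min ambient → fluorescence polarization. Tris pH 7.5/NaCl/DTT/BSA buffer.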
Starred values were filed as active, the others as inactive; ? = inconclusive; . = no result given; [ ] = dose if it differs, or a comment. Unless noted, calls follow the shape of the dose curve; as a rule, active = well fitted curve in the direction sought with a large enough effect; inconclusive = small, poorly fitted or top-dose-only effect, or another doubt; inactive = no such curve, though single readings can be large; an effect the other way counts as inactive or inconclusive. A portion of the library, so the mix of outcomes need not match the whole.

No.	smiles	Menin MLL FP TR	a7 integrin act	TCR activator	S-ASM inh	AT treatment	TSHR antag	MBNL1-CUG inh	Mito fusion act	PTAP TSG101 blk	MLL CXXC-DNA inh
1	Cc1ccc(OCCNC(=O)c2cncc(Br)c2)cc1C	12%	26%	2%	-1%	-4%	1	6%	1%	-4%	0%
2	C#CCOCCOCCOCCNc1nc(N2CCN(C(=O)C(Cc3ccc(O)cc3)n3cc(C(N)CC(C)C)nn3)CC2)nc(N2CCN(C(=O)C(Cc3ccc(O)cc3)n3cc(C(N)C(C)CC)nn3)CC2)n1 (stereo not drawn)	-9%	16%	-4%	5%	-8%	1	-12%	0%	-3%	-3%
3	CCOc1ccc(OCC)c(NC(=O)CN2CCN(c3cccc(C)c3C)CC2)c1	-24%	-12%	-7%[46.1 µM]	-4%	5%	-8	-1%	0%	-4%	-3%
4	Cc1ccc2oc(C(F)(F)C(F)F)cc(=O)c2c1	.	21%	4%	2%	1%	-1	-3%	1%	0%	2%
5	O=C1c2ccccc2C(=O)N1c1nc2nccc(-c3ccccc3)n2n1	-7%	1%	-1%	27%	-13%	-12	13%	-2%	-3%	0%
6	O=C(CNCC1CCCCC1)Nc1ccc(OC(F)(F)F)cc1	-18%	8%	3%	2%	-4%	-13	1%	-2%	-3%	1%
7	COC(=O)C1=C(C)NC(C)=C(C(=O)OC)C1c1ccc(N(C)C)cc1	-9%	21%	-2%	13%	0%	14	-4%	9%	-1%	-4%
8	COc1ccccc1N1CCN(C(=O)c2cc3cc(F)ccc3[nH]2)CC1	11%	?	-3%	-5%	2%	-2	9%	-3%	-4%	13%
9	COc1ccc(CCN=CC2=C(O)CC(C)(C)CC2=O)cc1	?	13%	0%	1%	-1%	-19	-1%	4%	-3%	2%
10	Cc1ccc(NC2CCCN(C(=O)CCN3CCCCO3)C2)cc1C (stereo not drawn)	-6%	-16%	5%	4%	2%	-15	-8%	0%	.	2%
11	CSCCC(N=C1NS(=O)(=O)c2ccccc21)C(=O)NCc1ccccc1F (stereo not drawn)	.	17%	-6%	3%	6%	11	2%	1%	1%	3%
12	CCOc1ccc(/C=N/NC(=O)CCC(=O)Nc2ccc(F)cc2)cc1	-17%	?	8%	-2%	9%	-7	-2%	-37%[inhibitor]	-7%	11%
13	Cc1ccc(S(=O)(=O)NCC2CCCO2)cc1[N+](=O)[O-] (stereo not drawn)	5%	20%	-3%	-2%	-1%	-2	.	-3%	-6%	-1%
14	COC(=O)C(=O)C1CCc2c(Cl)cc(OC)c(OC)c2C1=O (stereo not drawn)	.	-8%	7%	0%	.	.	.	.	-7%	.
15	Nc1nc2nccc(-c3ccc(Cl)cc3)n2n1	-6%	0%	3%	386%	.	38	-1%	-15%	-4%	-2%
16	Cc1noc(C)c1S(=O)(=O)N1CCCC(C(=O)NCCc2ccc(Cl)cc2)C1 (stereo not drawn)	-22%	19%	5%	2%	6%	-2	-3%	2%	0%	9%
17	CC(=O)Nc1ccc(S(=O)(=O)N[C@@H](C)C(=O)OCC(=O)Nc2ccc3c(c2)OCCO3)cc1	.	-1%	2%	6%	.	.	.	.	1%	.
18	COc1ccc(N2CCN(C(c3cccs3)C(C)NC(=O)c3ccc4c(c3)OCO4)CC2)cc1 (stereo not drawn)	-1%	-16%	0%	-3%	4%	-34	5%	-6%	-2%	0%
19	C=CCNC(=O)C(=O)c1cccn1-c1ccsc1C(=O)OC	-3%	23%	-2%	-1%	.	-1	10%	-2%	-3%	7%
20	CC(C)(C)OC(=O)N[C@H](C(=O)OC(C)(C)C)c1ccc2c(c1)OCO2	.	6%	7%	6%	3%	-6	.	14%	-1%	.
21	COC(=O)CNC(=S)NC(=O)c1ccc(C(C)(C)C)cc1	-19%	-39%	-2%	7%	.	-11	5%	-1%	-8%	7%
22	O=C(NN1CCOCC1)c1cc(-c2ccccc2)nc2ccccc12	9%	-5%	6%	-1%	-2%	7	6%	-3%	-4%	1%
23	O=C1/C(=C/c2ccncc2)Oc2cc(OS(=O)(=O)c3ccccc3)ccc21	.	-56%[inhibitor]	4%	-2%	18%	18	1%	-1%	-8%	-8%
24	COC(=O)c1ccc(/C=N/OCC(=O)NC2CCCC(C)C2C)cc1 (stereo not drawn)	-13%	-17%	6%	-3%	.	-16	6%	1%	-8%	2%
25	CN(C)S(=O)(=O)c1ccc(-c2csc(-c3cccnc3)n2)cc1	5%	-3%	9%	-5%	3%	-3	?	-2%	-4%	-17%
26	O=C(O)CCNC(=O)/C(=C\c1ccco1)NC(=O)c1ccco1	-20%	0%	0%	5%	14%	2	11%	1%	-7%	8%
27	O=C(Nc1ccccc1N1CCOCC1)C1CCN(S(=O)(=O)c2cccc(C(F)(F)F)c2)CC1	-6%	3%	2%[46.1 µM]	0%	1%	2	2%	20%	-2%	1%
28	COc1ccc2[nH]cc(CCNC(=O)Cc3ccc(Br)cc3)c2c1	?	-25%	-4%	2%	5%	2	-5%	7%	-1%	7%
29	O=C(CSc1nnc(COc2ccc(Cl)cc2)o1)OC1CCCCC1	0%	2%	-5%	-6%	-19%	1	-7%	-7%	-3%	-3%
30	O=C(CSc1ccccc1F)NCCCN1CCCC1=O	.	3%	1%	1%	-1%	18	.	-5%	-3%	.
31	CCOC(=O)C1=C(C)N=c2s/c(=C/c3cccc(OCC(=O)O)c3)c(=O)n2C1c1ccc(F)cc1 (stereo not drawn)	?	.	.	.	4%	-16	24%	13%	.	-7%
32	CC1(C)Cc2c(C#N)c(N3CCCC3)nc(-c3ccco3)c2CO1	-14%[11.7 µM]	.	.	.	?	-8	28%	5%	.	17%
33	Cc1ccc(N2CC(C(=O)NCc3ccccn3)CC2=O)cc1 (stereo not drawn)	14%	28%	2%	5%	0%	7	3%	2%	-12%	-1%
34	CCOc1ccc(-c2n[nH]c(C)c2Oc2ccc(OC)cc2)c(O)c1	?	-12%	3%	9%	-3%	8	4%	26%	-4%	-5%
35	C=CCn1c(SCCOC)nc2c1c(=O)[nH]c(=O)n2C	1%	3%	-2%	2%	15%	-13	11%	2%	0%	3%
36	COC(=O)CN1C(=S)N(C)C(=O)C1CC(=O)Nc1ccccc1 (stereo not drawn)	31%[activator]	8%	-3%[46.1 µM]	-1%	1%	-5	-1%	-1%	-4%	13%
37	CC(C)CCC1(C)NC(=O)N(CC(=O)NCC(=O)Nc2ccc(F)c(F)c2F)C1=O (stereo not drawn)	.	-22%	-6%	3%	-6%	5	.	.	-2%	.
38	O=C(NNC(=O)c1ccccc1Br)c1ccncc1	6%	-15%	-6%	1%	7%	7	5%	0%	0%	-7%
39	COc1cccc(C2=CC(=O)C[C@H](c3ccc4c(c3)OCO4)C2)c1OC	.	-5%	2%	0%	7%	0	.	12%	0%	.
40	COc1ccc(N2CC(C(=O)Nc3ccc(S(=O)(=O)Nc4nc(C)cc(C)n4)cc3)CC2=O)cc1 (stereo not drawn)	-3%	0%	-5%	3%	-1%	4	-5%	0%	0%	-2%
41	CC(=O)c1ccc(S(=O)(=O)N2CCN(C(=O)c3ccc(-n4nc(C)c(Cl)c4C)cc3)CC2)cc1	.	0%	.	-15%	-19%	-11	.	7%	-3%	.
42	Cc1ccc(OCCOCCn2ccnc2)c(Br)c1	?	26%	5%	2%	22%	33	?	-7%	-4%	6%
43	COc1cccc2c(=O)n(CC(=O)Nc3cccc(F)c3)ccc12	10%	-9%	13%	5%	25%	13	14%	3%	-1%	3%
44	O=[N+]([O-])c1ccc(N2CCN(Cc3ccccc3)CC2)nc1	16%	-15%	-1%	-4%	-3%	-5	?	17%	-2%	1%
45	O=C(NCc1cccnc1)c1cn(-c2ccccc2)nc1-c1cccs1	23%	-9%	7%	0%	7%	3	-3%	3%	-4%	-2%
46	CNC(=S)Nc1ccc(N2CCN(c3ccc(C(F)(F)F)cn3)CC2)nc1	.	41%	-7%	-3%	-8%	6	4%	6%	1%	-4%
